Bioassay records: PubChem BioAssay, several laboratories
PKA-R2B activ – activators of PKA-R2B holoenzyme, primary screen, biochemical, fluorescence polarization, Cy5-IP20, human | cAMP-dependent protein kinase catalytic subunit beta (Homo sapiens) + cAMP-dependent … | PKA-R2B holoenzyme dissociation; R2B truncated from residue 108, S112A mutant; 0% DMSO only, 100% 113 µM cGMP | activation, % at 11.4 µM | 340,000 tested, 0.079% active | AID 504700, 2011;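 active = activation above a cutoff set at the mean over all compounds plus 3 SD, cut at about 18% in these data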;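 note: higher means more holoenzyme dissociation and a rise in polarization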
CDK5 inh – inhibitors of human CDK5/p35 kinase, primary screen, biochemical, single concentration; Recombinant CDK5/p35, ADP-Glo luminescence, 60 min; 330,000 tested, 0.01% active; inhibition, % at 10 µM; AID 488839, 2010; Cyclin-dependent kinase 5 (Homo sapiens) + Cyclin-dependent kinase 5 activator 1 (Homo …;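 active = highest replicate inhibition of at least 50% and at least 75% of replicates reaching 50%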;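 note: plate controls were DMSO neutral control for no effect and GW8510 at 10 µM for full effect; many of its hits are not listed in these tables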
NSD2 HMT inh – NSD2 histone methyltransferase inhibitors, primary screen, biochemical, AlphaScreen, single concentration, set 2; inhibition, % at 12.5 µM; AID 743445, 2014; 310,000 tested, 0.54% active; Histone-lysine N-methyltransferase NSD2 (Homo sapiens), O96028; NSD2 peptide methylation, 120 min; in the data active = inhibition above about 50%
Arr AP2 block – inhibitors of beta-arrestin/AP2 binding, primary screen, biochemical, GPCR trafficking, flow cytometry. FITC-arrestin peptide / GST-AP2 beads; AP2 beta2 appendage carries R879A mutation. 340,000 tested, 0.31% active. beta-arrestin 1 C-terminal peptide binding to AP2 beta2-adaptin appendage (human). inhibition, % at 10 µM;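 active = inhibition above a set limit, near 3 SD of compounds lacking own fluorescence, cut at about 54% in these data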;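 note: plate controls were DMSO wells for no effect and 5 µM unlabelled arrestin peptide for full effect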
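System: GST-AP2 R879A glutathione beads; medium: PBS, Tween 20 0.05%, BSA 0.1%; reagent: fluorescein-tagged arrestin peptide at 50 nM final; schedule: pre-incubation 12 min, peptide binding 1 h, room temperature; detection: flow cytometry, FL1 (488/535 nm); read-out: inhibition as reduced fluorescein signal on beads, percent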
MITF act – activators of MITF-driven TRPM1 promoter reporter, primary screen, cell-based, SK-MEL-5, luciferase, single point | SK-MEL-5 TRPM1-promoter luciferase, 24 h; % of positive control, neutral wells = 0 | activation, % at 12.5 µM | 300,000 tested, 0.75% active | AID 588334, 2011;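 active = mean activation of at least 80% with every replicate also reaching 80%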;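 note: 0% = neutral control wells and 100% = parthenolide positive control wells; values of inactives mirror those of a sister screen read the other way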
PKA-R1A act – activators of PKA-R1A holoenzyme, primary screen, biochemical, fluorescence polarization, Cy5-IP20, bovine R1A, mouse PKAc | cAMP-dependent protein kinase type I-alpha regulatory subunit (Bos taurus) + … | 340,000 tested, 0.083% active | PKA-R1A dissociation; scaled: DMSO 0%, 113 µM cGMP 100% | activation, % at 11.4 µM;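 active = percent activation above the mean of all tested compounds plus 3 SD, cut at about 19% in these data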;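 note: higher means more PKAc released from R1A so a rise in polarization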
SR-BI uptake up – activators of SR-BI mediated DiI-HDL uptake, primary screen, ldlA[mSR-BI] CHO cells, DiI fluorescence | 3 h; 100 = double the neutral-control signal | activation, % at 12.5 µM | 320,000 tested, 0.096% active | AID 504775, 2011;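 active = mean replicate activation of at least 60% and every replicate at or above 60%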;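 note: 0% = median plate neutral-control signal and 100% = twice that signal; values of inactives mirror those of a sister screen read the other way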
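material = CHO ldlA[mSR-BI] cells | medium = Ham's F12 with 0.5% BSA, HEPES 25 mM, pH 7.4 | reagent = fluorescent DiI-HDL, 10 µg/mL final | compound dosing = single-point compound dose | incubation = 3 h, 37 °C | measured by = bottom-read fluorescence, 550/595 nm | measure = HDL uptake via cellular fluorescence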
DSG3 Ab inh – inhibitors of pemphigus antibody binding to DSG3, primary screen, biochemical, bead-based, flow cytometry, scFv-GFP; AID 588358, 2011; 310,000 tested, 0.48% active; DSG3-coupled beads, scFv-anti-DSG3-GFP binding; active compounds read low; binding (percent of control), % at 10 µM;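 active = binding more than 3 SD below its plate's average and above zero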;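 note: hits lower antibody fragment binding to DSG3; some compounds called inactive have numbers as strong as hits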
Target sequence (P32926 whole entry, looked up, the tested form may be a part): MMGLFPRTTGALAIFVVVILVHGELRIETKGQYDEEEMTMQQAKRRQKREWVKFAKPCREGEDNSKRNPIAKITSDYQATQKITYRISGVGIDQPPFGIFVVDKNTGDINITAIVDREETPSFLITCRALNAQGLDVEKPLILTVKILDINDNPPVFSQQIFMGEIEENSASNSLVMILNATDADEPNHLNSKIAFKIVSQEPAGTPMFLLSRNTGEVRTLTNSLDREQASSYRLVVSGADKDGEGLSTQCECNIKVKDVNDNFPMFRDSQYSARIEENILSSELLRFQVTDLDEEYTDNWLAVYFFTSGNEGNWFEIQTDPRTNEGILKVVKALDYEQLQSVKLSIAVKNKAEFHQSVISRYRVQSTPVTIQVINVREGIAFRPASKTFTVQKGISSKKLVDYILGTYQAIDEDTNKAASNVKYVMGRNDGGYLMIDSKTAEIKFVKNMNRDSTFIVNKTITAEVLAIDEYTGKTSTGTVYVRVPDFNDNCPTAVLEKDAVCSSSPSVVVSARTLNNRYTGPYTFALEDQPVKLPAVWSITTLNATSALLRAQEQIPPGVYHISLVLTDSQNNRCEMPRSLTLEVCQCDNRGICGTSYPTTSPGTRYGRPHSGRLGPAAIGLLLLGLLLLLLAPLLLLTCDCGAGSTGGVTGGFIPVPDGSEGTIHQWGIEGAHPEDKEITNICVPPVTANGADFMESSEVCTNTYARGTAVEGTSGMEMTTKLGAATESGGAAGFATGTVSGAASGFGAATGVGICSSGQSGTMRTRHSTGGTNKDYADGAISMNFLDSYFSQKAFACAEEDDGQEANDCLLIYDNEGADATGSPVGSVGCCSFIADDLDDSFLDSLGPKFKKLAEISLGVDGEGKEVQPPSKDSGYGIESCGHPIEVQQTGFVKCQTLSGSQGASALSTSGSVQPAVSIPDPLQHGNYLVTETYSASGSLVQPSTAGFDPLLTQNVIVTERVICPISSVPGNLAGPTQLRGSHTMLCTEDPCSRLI
dFosB act – activators of delta FosB homodimer, primary screen, biochemical, fluorescence polarization, TAMRA-CDK5 oligo, single point | purified delta FosB; percent of positive-control signal above neutral wells | Protein FosB (Mus musculus), P13346 | 340,000 tested, 0.99% active | activation, % at 25 µM;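 active = mean activation above about 17%, with every replicate also reaching it, limit read from the data, passing the limit was not always enough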;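 note: fluorescence polarization rise as delta FosB binds a TAMRA Cdk5 AP-1 oligo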
SR-BI DiI inh – inhibitors of SR-BI mediated HDL lipid uptake, primary screen, ldlA[mSR-BI] cells, fluorescence, single point; ldlA[mSR-BI] CHO cells, DiI-HDL uptake fluorescence, 3 h; inhibition, % at 12.5 µM; 320,000 tested, 0.96% active;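 active = mean replicate inhibition of at least 70% and a set share of replicates each scoring 70 or more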;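 note: 0% = median of neutral control wells and 100% = median of positive control wells; values of inactives mirror those of a sister screen read the other way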
Mot1-301 SUMO – yeast Mot1-301 growth rescue at high temperature, primary screen, SUMOylation pathway inhibitor project, S. cerevisiae, ATP luminescence, 38.5C; S. cerevisiae Mot1-301 growth rescue; percent above DMSO median, 100 means doubled; growth rescue, % at 18.8 µM; 320,000 tested, 1% active; AID 2716, 2010;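 active = every valid replicate shows activation above 250% relative to neutral control wells; inactive = the rest, any valid replicate at or below 250%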;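 note: OY570 slx delta 5 strain wells were the positive control but not used for scaling; some compounds called inactive have numbers as strong as hits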
Starred values were filed as active, the others as inactive; x = not tested or not shown.

SMILES	PKA-R2B activ	CDK5 inh	NSD2 HMT inh	Arr AP2 block	MITF act	PKA-R1A act	SR-BI uptake up	DSG3 Ab inh	dFosB act	SR-BI DiI inh	Mot1-301 SUMO
O=C(CSc1ccc(-c2ccccn2)nn1)N1CCc2ccccc21	-10.8	0.4	-4.7	5.0	-6.7	-3.0	2.3	97.5	-6.6	-2.3	-10.5
O=C(CSc1nc2ccccc2s1)NC1CCCC1	-0.1	0.9	-0.3	0.8	-2.1	-2.7	6.8	109.3	-1.8	-6.8	-3.8
O=C(NCC12CC3CC(CC(C3)C1)C2)c1nc2ncccn2n1	-7.8	-0.1	-3.0	2.2	x	1.6	20.5	99.3	4.9	-20.5	-14.1
CCCCOc1ccc(C(C)NC(=O)CCS(=O)(=O)Cc2ccccc2F)cc1 (configuration not stated)	-2.5	2.6	-1.5	8.2	1.4	0.5	-11.2	112.4	-13.2	11.2	-0.8
CCc1c(C)sc(NC(=S)NC(C)C2CCCO2)c1C(=O)OC (configuration not stated)	-3.6	-2.0	-1.9	17.5	-4.6	-14.3	-54.5	98.6	-9.9	54.5	113.6
Cc1ccc(NC(=O)Nc2cccnc2)cc1NC(=O)Nc1cccnc1	-4.9	-2.0	-0.3	-1.4	-8.5	0.1	-39.0	94.2	-4.4	39.0	-8.7
COc1ccc(N=Cc2c(O)n(-c3cccc(C)n3)c(=O)c3ccccc23)cc1	-6.7	0.1	3.5	41.9	10.1	-6.3	-7.1	98.8	-14.7	7.1	3.3
COCCNC(=O)Cn1c(=O)n(CCCCCC(=O)Nc2ccccc2)c(=O)c2sccc21	2.1	1.8	-0.7	22.9	12.7	-0.7	18.4	106.2	0.3	-18.4	3.3
O=C(NCc1ccccc1)C1CCCN(S(=O)(=O)c2cccs2)C1 (configuration not stated)	5.7	6.6	x	13.0	-2.8	-1.3	-6.9	102.2	-3.7	6.9	-9.5
COCCn1nnnc1C(c1cccs1)N1CCN(c2cc(C)ccc2C)CC1 (configuration not stated)	-6.7	0.9	-1.4	11.7	2.2	-10.1	-58.8	94.8	-2.3	58.8	-4.0
Cc1ccc(C)c(OCCCC(=O)Nc2nccs2)c1	-10.9	0.5	-4.0	-2.7	-3.7	15.9	x	112.0	0.4	x	x
COc1ccccc1C/C(N)=N/OC(=O)c1ccc2c(c1)OCO2	2.3	0.0	0.3	34.6	20.8	2.2	6.3	104.2	-5.5	-6.3	-16.5
CCOC(=O)N1CCN(C(=O)CS(=O)Cc2nc(-c3ccc(C)cc3)oc2C)CC1 (configuration not stated)	10.7	-0.3	x	2.5	x	0.2	-22.2	103.6	0.8	22.2	5.9
CC(C)CN(CC(C)C)S(=O)(=O)N1CCC(C(=O)NC2CCCCCCC2)CC1	-2.3	0.4	x	1.1	-19.2	8.5	-43.6	108.2	-6.4	43.6	6.8
O=S(=O)(c1ccc(Oc2ccc(-c3nnco3)cc2)nc1)N1CCC(Cc2ccccc2)CC1	0.8	-0.7	-1.0	25.4	x	7.2	16.7	101.3	5.3	-16.7	71.6
COc1ccccc1N1CCN(CC(O)COCCOc2ccc(Br)cc2)CC1 (configuration not stated)	3.3	-0.5	6.9	4.2	-2.3	-1.3	-27.2	x	-8.9	27.2	-6.0
O=C(COC(=O)C1(c2ccccc2)CC1)NNC(=O)c1ccccc1	-5.9	0.0	-2.3	-14.3	-0.4	-6.0	14.2	79.1	5.8	-14.2	6.1
CCCCCNCc1cccn1C	3.8	-1.7	3.8	0.5	11.2	-2.7	0.4	101.5	1.4	-0.4	2.8
COc1ccc(S(=O)(=O)N2CCCCC2)cc1NC(=O)c1cc(C)on1	4.2	1.4	-3.7	-3.8	-9.8	-5.2	-10.3	122.5	-8.5	10.3	5.3
COC(=O)c1sccc1NC(=O)c1c(C)noc1C	7.1	-0.2	-2.1	-1.6	30.6	-2.4	-3.4	100.1	-14.1	3.4	179.6
CCc1ccc(C2CC(=O)Nc3c2c(=O)nc2c(C)cccn32)cc1 (configuration not stated)	4.6	-1.8	-8.9	-6.1	-5.6	1.9	4.5	x	-3.5	-4.5	-13.4
O=C(CN1CCCCCC1)Nc1ccc(Oc2ccccc2)cc1	0.7	-1.0	-1.1	-20.6	20.3	-2.9	8.7	107.7	-11.6	-8.7	x
Cc1c(C(=O)Nc2ccccn2)oc2ccc(Br)cc12	-7.8	-0.4	-2.9	4.2	6.9	-12.8	-18.0	98.7	-17.4	18.0	60.1
CC(=O)OCC1OC(n2c(S)c(C#N)c(-c3ccccc3)c(C#N)c2=O)C(OC(C)=O)C(OC(C)=O)C1OC(C)=O (configuration not stated)	-9.7	-1.0	-2.8	-12.7	x	2.3	11.6	86.2	-8.7	-11.6	x
CCCc1ccc2oc(C(=O)N3CCC(COC)C3)c(C)c2c1 (configuration not stated)	-3.5	0.1	6.1	2.8	103.0*	-4.3	3.7	97.6	-11.7	-3.7	-12.8

Complete entries from above:
CCOC(=O)N1CCN(C(=O)CS(=O)Cc2nc(-c3ccc(C)cc3)oc2C)CC1 (configuration not stated) across the screens: PKA-R2B activ: 10.7; CDK5 inh: -0.3; NSD2 HMT inh: x; Arr AP2 block: 2.5; MITF act: x; PKA-R1A act: 0.2; SR-BI uptake up: -22.2; DSG3 Ab inh: 103.6; dFosB act: 0.8; SR-BI DiI inh: 22.2; Mot1-301 SUMO: 5.9
COC(=O)c1sccc1NC(=O)c1c(C)noc1C across the screens: PKA-R2B activ: 7.1; CDK5 inh: -0.2; NSD2 HMT inh: -2.1; Arr AP2 block: -1.6; MITF act: 30.6; PKA-R1A act: -2.4; SR-BI uptake up: -3.4; DSG3 Ab inh: 100.1; dFosB act: -14.1; SR-BI DiI inh: 3.4; Mot1-301 SUMO: 179.6

Continued.
SMILES	PKA-R2B activ	CDK5 inh	NSD2 HMT inh	Arr AP2 block	MITF act	PKA-R1A act	SR-BI uptake up	DSG3 Ab inh	dFosB act	SR-BI DiI inh	Mot1-301 SUMO
Cc1nnc(SCC(=O)Nc2ccc3c(c2)OCCO3)s1	-4.3	-0.5	4.5	15.0	7.1	-2.4	23.5	95.1	-3.7	-23.5	-10.6
O=C(Nc1ccccc1)Nc1ccc(Oc2cccnc2)nc1	8.0	-4.1	-2.1	0.2	x	-1.8	-22.1	99.8	-2.0	22.1	-1.7
CCOC(=O)/C(=C/c1cn(C)c2ccccc12)NC(=O)c1ccccc1	-5.6	-2.7	0.9	30.1	7.4	9.4	-22.3	107.2	-6.7	22.3	2.6
Cc1ccc2cc(CCNC(=O)c3ccco3)c(=O)[nH]c2c1	-5.1	0.4	-4.4	4.1	103.2*	3.7	20.7	99.6	-10.4	-20.7	-4.5
Cc1ccc(OCc2cc(C(=O)N(C)Cc3nccn3C)no2)cc1C	-0.8	-2.4	6.9	15.8	11.3	14.1	-6.2	97.5	-8.5	6.2	215.3
N#CCCN1CCN(CCC#N)C1=S	-6.0	0.3	-1.4	17.6	3.6	-3.2	9.5	110.8	-11.7	-9.5	x
Cc1cc(N2CCOCC2)nc2ccc(NC(=O)C3CCC(C)CC3)cc12 (configuration not stated)	-2.8	-1.9	x	-1.2	4.0	-8.6	-49.5	100.7	-6.0	49.5	20.3
CC/C(=C\c1oc2cc3ccccc3cc2[n+]1CC)Nc1ccccc1	-5.0	-0.8	16.4	-13.4	7.3	1.7	-28.1	343.7	-6.6	28.1	-2.3
O=S(=O)(Nc1cccc(-c2cn3ccsc3n2)c1)c1ccc(F)cc1	-6.9	-1.2	3.7	-0.7	13.3	-2.4	-2.3	x	-9.0	2.3	-0.6
COc1cccc(CN2CC(C(=O)N3CCN(C(C)C)CC3)CCC2=O)c1 (configuration not stated)	-6.3	-1.4	1.5	17.6	2.0	-2.9	5.4	101.7	-3.4	-5.4	-19.7
COc1cc(C(C)=O)ccc1COc1ccc(C(=O)OC(C)C(=O)NC(N)=O)cc1OC (configuration not stated)	-8.8	-3.6	-0.8	-0.6	4.3	-4.0	-28.5	99.9	15.3	28.5	-19.7
Cc1ccc2c(n1)sc1c(-c3ccc(Br)cc3)c(C#N)c(N)nc12	-10.5	-0.3	-3.7	-0.6	-9.0	0.4	-16.1	74.3*	-2.9	16.1	23.0
C=Cn1c(N2CCOCC2)nc2c1c(=O)[nH]c(=O)n2C	0.7	1.6	x	8.5	-7.3	4.9	9.4	x	-4.9	-9.4	-2.6
CCOc1ccc(Cl)cc1S(=O)(=O)N1CCN(c2ccc(C)c(C)c2)CC1	-6.2	-0.3	-0.4	31.4	x	-19.2	-21.5	97.5	1.2	21.5	-7.8
CN=C1SC(CC(=O)Nc2ccccc2F)C(=O)N1/N=C/c1ccc(O)c(OC)c1 (configuration not stated)	-20.9	-0.4	-1.1	-2.8	11.7	-7.0	-74.3	101.8	-3.3	74.3*	88.3
FC(F)(F)c1ccccc1CN1CCC(Cc2ccccc2)CC1	1.8	1.2	-7.9	-1.8	-5.3	-5.2	11.0	103.2	-3.1	-11.0	27.8
CCCN1CCN(c2nc3c([nH]2)c(=N)ncn3CC(O)CO)CC1 (configuration not stated)	-0.2	-0.3	7.2	22.0	0.0	1.7	17.2	92.8	1.4	-17.2	150.5
C#CCSc1nc(N)c2c(n1)OC(N)=C(C#N)C2c1cccnc1 (configuration not stated)	-3.2	-0.9	0.5	-4.1	12.4	4.1	2.4	104.3	-3.7	-2.4	-13.3
C[C@H](NC(=O)c1nc[nH]c1C(=O)NCc1ccc(CNC(=O)OC(C)(C)C)cc1)C(=O)OCc1ccccc1	-17.9	-0.5	x	-5.6	-5.2	-11.8	-13.7	96.0	-14.9	13.7	-19.1
